Source: PubChem
RMI-FANCM inh: blocks RMI1/RMI2 complex binding to FANCM MM2 peptide. Fluorescence polarization, RMI core complex with F-MM2 peptide; hits give low values. FP signal (polarization) at 33 µM. 0.58% of 70,000 active. AID 1159607; in the data active = FP signal below about 40; also: inactives centre near 61; strong numbers were not always called active; unit not given here
Starred values were filed as active, the others as inactive; & = joins results of further samples. The list is partial (hit frequency here may not be typical).

The first six records, to show the layout:
Molecule,RMI-FANCM inh
Cn1nc(-c2ccc(/C=C(\C#N)S(=O)(=O)c3ccc(C(F)(F)F)cn3)s2)cc1C(F)(F)F,-66
N#CCS(=O)(=O)Cc1ccc(Cl)cc1,55
CCOCCn1c(=NC(=O)Cc2ccc3c(c2)OCO3)sc2cc(F)cc(F)c21,67
FC(F)(F)c1cccc(CSc2nccn3nc(-c4ccccc4)cc23)c1,66
COc1ccc(C)cc1Nc1nc(C(=O)NCC2CCCO2)cs1 (stereo not given),60
COc1ccccc1-c1nc(SCC(=O)Nc2cc(C)on2)c2c(=O)n(C)c(=O)n(C)c2n1,71

The listing, from the start:
Molecule,RMI-FANCM inh
Cn1nc(-c2ccc(/C=C(\C#N)S(=O)(=O)c3ccc(C(F)(F)F)cn3)s2)cc1C(F)(F)F,-66
N#CCS(=O)(=O)Cc1ccc(Cl)cc1,55
CCOCCn1c(=NC(=O)Cc2ccc3c(c2)OCO3)sc2cc(F)cc(F)c21,67
FC(F)(F)c1cccc(CSc2nccn3nc(-c4ccccc4)cc23)c1,66
COc1ccc(C)cc1Nc1nc(C(=O)NCC2CCCO2)cs1 (stereo not given),60
COc1ccccc1-c1nc(SCC(=O)Nc2cc(C)on2)c2c(=O)n(C)c(=O)n(C)c2n1,71
CSc1sc(C#N)c(C)c1-c1ccn(C(=O)c2ccc(Cl)cc2)n1,59
COc1ccc(-c2cc3c(SCC(=O)Nc4ccc(OC)c(Cl)c4)nccn3n2)cc1,78
COc1ccc(NC(=O)c2ccc(S(=O)(=O)N(C)C3CCCC3)cc2)c2ccccc12,63
CCN(CC)c1ccc(/C=N\NC(=O)C2(O)c3ccccc3-c3ccccc32)cc1,62
COc1cc(OC)cc(C(=O)Nc2nnc(-c3ccc(Br)cc3)o2)c1,63
CCN(CC)S(=O)(=O)c1ccc(C(=O)Nc2nnc(SCC(=O)Nc3nccs3)s2)cc1,59
O=C(Nc1nncs1)c1cccnc1,64
CC(C)(C)C1CCc2c(sc3nc(CCC(=O)N4CCCC4)[nH]c(=O)c23)C1 (stereo not given),63
Cc1c(C(=O)OCc2ccccc2F)nnn1-c1ccc(Cl)cc1,69
COc1ccccc1CNC(=O)CCCn1nc(-c2ccc(F)cc2)ccc1=O,74
COc1ccc(NC(=O)c2oc3ccccc3c2NC(=O)c2ccc(Br)o2)c(OC)c1,59
CCOC(=O)c1cc(NS(=O)(=O)c2cccc3nonc23)ccc1N1CCCCC1,61
CN(C)c1ccc(CCNC(=O)c2ccc(Cl)c(Cl)c2)cc1,69
COc1ccc(/C=C2/NC(=S)N(c3ccccc3)C2=O)cc1,60

More structures.
Molecule,RMI-FANCM inh
CCOC(=O)c1ccccc1NC(=O)CSc1nc2c(sc(=S)n2-c2ccccc2)c(=O)[nH]1,61
CC(=O)N1CCc2ccc(NC(=O)c3ccccc3F)cc2C1,62
C/C(=N/NC(=O)c1ccccc1N)c1ccccc1O,56
Cc1nn(C)c2[nH]c3c(c(=O)c12)CSC3,53
CC(C)(C)c1ccc(C(=O)Nc2scc(-c3ccc(F)cc3)c2C(=O)O)cc1,69
Cc1ccc(NC(=O)CCCNS(=O)(=O)c2ccc(Cl)cc2)cc1,59
CN1C(=O)c2ccc(NC(=O)CCS(=O)(=O)c3ccccc3)cc2C1=O,60
COc1ccccc1C(=O)Nc1ccc2c(c1)N(C)C(=O)C(C)(C)CO2,68
O=S(=O)(c1cccc2nonc12)N1CCCC1c1ccc(F)cc1 (stereo not given),82
O=C(Nc1cccs1)N1CCCC(c2nnc(Cc3ccc(F)cc3)o2)C1 (stereo not given),57
CCOc1ccc2cc(/C=N\Nc3nc(-c4ccccc4)c4cc(Cl)ccc4n3)c(=O)[nH]c2c1,55
O=C(c1cc(C(F)(F)F)cc(C(F)(F)F)c1)N1CC=CCC1,56
O=c1c2ccccc2oc2nc(-c3cccs3)n(CCc3ccccc3)c(=O)c12,80
O=C(NCCOc1cccc(C(F)(F)F)c1)c1ccc(F)c(F)c1,61
CS(=O)(=O)c1cccc(S(=O)(=O)Nc2nc3ccccc3s2)c1,53
O=C(/C=C/c1ccsc1)Nc1ccc(F)cc1,60
O=S(=O)(NCCOc1ccc2nnc(-c3ccccc3)n2n1)c1cccc(Cl)c1,68
CC(=O)/C=C1\SC(CC(=O)O)C(=O)N1c1ccccc1 (stereo not given),60
CCSc1nnc(NC(=O)CCc2csc(NC(=O)NC3CCCCC3)n2)s1,67
Cc1cccc(-n2c(CNC(=O)c3c(F)cccc3Cl)n[nH]c2=S)c1,62

Some values from the list.
CS(=O)(=O)c1cccc(S(=O)(=O)Nc2nc3ccccc3s2)c1 – RMI-FANCM inh: 53
CC(C)(C)c1ccc(C(=O)Nc2scc(-c3ccc(F)cc3)c2C(=O)O)cc1 – RMI-FANCM inh: 69

Next part:
Molecule,RMI-FANCM inh
O=C1CS(=O)(=O)C(c2cccs2)N1CC1CC1 (stereo not given),62
Cc1cccc(NC(=O)CSc2nnc(CNC(=O)Cc3ccccc3)n2-c2cccc(Cl)c2)c1,59
COC(=O)/C(=C1\OC(=O)C(c2ccccc2)C1=O)c1ccccc1 (stereo not given),53
COCCN1CCC(CNC(=O)C(=O)Nc2cc(Cl)ccc2OC)CC1,79
CC(CC(O)C1OC1(C)C)[C@@H]1CCC2(C)C3=CCC4C(C)(C)C(=O)CCC4(C)C3CC[C@@]12C (stereo not given in full),59
C/C(=N/OC(=O)c1ccccc1)c1sc2ccc(Cl)cc2c1C,61
O=C(O)CSc1nc2c(cnn2-c2cccc(Cl)c2)c(=O)[nH]1,65
CCOc1ccc(-c2ccc(N3CCN(C(=O)Cc4cccs4)CC3)nn2)cc1,78
CC(C)(C)NC(=O)[C@@H]1C[C@@H]2CCCC[C@@H]2CN1C(=O)c1ccc(C(F)(F)F)cc1,57
CC(=O)NS(=O)(=O)c1ccc(N)cc1,57&65&59
COc1ccc(C(=O)n2ccc(-c3oc(C)nc3C)n2)cc1,58
Nc1nc2c(ncn2COC(CO)CO)c(=O)[nH]1,52&36&58
COc1ccc(C)cc1S(=O)(=O)N1CCC(c2nnc(-c3ccco3)s2)CC1,61
O=[N+]([O-])c1ccc(Cl)c(S(=O)(=O)n2ccnc2)c1,63
O=C(NCCn1ncc2c(N3CCN(c4ccccc4)CC3)ncnc21)c1ccc2ccccc2c1,63
Cc1cc(C)nc(SCC(=O)c2ccc(F)cc2)n1,61
CCOC(=O)c1c(NC(=O)C2CCCCC2)sc2c1CCN(C(C)C)C2,74
C#CC1(NC(=O)NC(=O)c2ccccc2Cl)CCCCC1,55
COc1ccc(S(=O)(=O)Nc2ccc(S(=O)(=O)Nc3cc(C)on3)cc2)cc1OC,59
CCc1cnc2c(c1NCCCn1ccnc1)c(=O)n(C)c(=O)n2C,54

The results go on.
Molecule,RMI-FANCM inh
CCS(=O)(=O)N1CCc2ccc(NS(=O)(=O)c3cc(OC)ccc3OC)cc2C1,65
Cn1cnc([N+](=O)[O-])c1Sc1cccs1,55
CN(C)S(=O)(=O)c1ccc(C(=O)NCCCn2nc(-c3ccccc3)ccc2=O)cc1,67
CC(=O)N1CCc2ccc(NC(=O)c3ccc(S(=O)(=O)N(C)C)cc3)cc21,66
Clc1cccc(Cl)c1CSCc1cc2ccccc2o1,59
O=C(CC(C(=O)c1cccs1)c1ccsc1)c1cccs1 (stereo not given),63
Cc1cc([N+](=O)[O-])ccc1NC(=O)C(=O)N1CCC(O)CC1,52
CN1C(=O)C(C)(C)COc2ccc(NC(=O)Cc3ccc(-c4ccccc4)cc3)cc21,78
COC(=O)c1cc(OC)c(OC)cc1NC(=O)CCc1ccc(C)o1,59
CCOc1c(N2CCCC2)c(=O)c1=O,64
CC1=C(C(=O)O)N2C(=O)[C@@H](NC(=O)[C@H](N)C3=CCC=CC3)C2SC1 (stereo not given in full),63
O=C(Nc1ccc(SC(F)(F)F)cc1)C(F)(F)F,62
COc1cc2cc(C(=O)N3CCN(c4cc(C)nc5ccccc45)CC3)c(=O)oc2cc1OC,61
Cc1c(-c2ccnc(N)n2)cnn1-c1ccccc1,49
CC1Cc2ccccc2N1C(=O)c1ccc(Cl)cc1 (stereo not given),64
Cc1cc(C)c(C)c(S(=O)(=O)N2CCCC2)c1C,73
N#CC(C#N)=CNCCN1CCN(C=C(C#N)C#N)CC1,51
Cc1ccc(Cc2nn[nH]n2)cc1C,55
O=S(=O)(NCC(c1cccs1)N1CCOCC1)c1cc(F)ccc1F (stereo not given),65
C(=N/N=C\c1cccnc1)/c1cccnc1,55

(listing goes on)
Molecule,RMI-FANCM inh
O=C(NCC(c1ccc2c(c1)OCO2)N1CCN(c2ccccc2F)CC1)c1ccc([N+](=O)[O-])cc1 (stereo not given),53
COc1ccc(C2CC(c3cc(OC)ccc3OC)n3ncnc3N2)cc1 (stereo not given),58
O=C(c1cccs1)N1CCc2ccc(NS(=O)(=O)CCc3ccccc3)cc2C1,74
Cc1cc(C)nc(NS(=O)(=O)c2ccc(NC(=O)NC3CCCCC3)cc2)n1,58
O=C1CC2(CCN(C(=O)CN3C(=O)c4ccccc4C3=O)CC2)Oc2ccccc21,51
CCOc1ccc(CC(=O)Nc2nc(-c3ccccc3)c(-c3ccccc3)s2)cc1,134
COc1cn(CC(=O)NC2CCCC2)c(CSc2nnnn2C)cc1=O,57
CCSc1nnc(NC(=O)C(C)Cl)s1 (stereo not given),65
Cc1ccc(NC(=O)C(=O)NCC(c2ccc3c(c2)CCCN3C)N2CCCC2)cc1Cl (stereo not given),79
O=C1CC(C(F)(F)F)=NN1c1ccccc1,66
Cc1ccc(C)c(COC(=O)c2nnn(-c3ccc(Cl)cc3)c2C)c1,68
C=CCn1c(SCC(=O)c2ccc(C)c(C)c2)nc2sc3c(c2c1=O)CCCC3,77
Cc1cc(=O)n2c(-c3cccc(NC(=O)c4ccc(C(F)(F)F)cc4)c3)csc2n1,69
Cc1nc2ccc(S(=O)(=O)NCCn3nc(-c4ccco4)ccc3=O)cc2s1,56
CSc1ccc(-c2noc(Cn3ccn4nc(-c5cccs5)cc4c3=O)n2)cc1,145
CC1=C(C)CC2C(=O)N(C(Cc3ccccc3)C(=O)O)C(=O)C2C1 (stereo not given),57
COc1ccc2sc(N(CCN(C)C)C(=O)c3ccc4c(c3)CCCC4)nc2c1,62
O=C(Nc1ccc(Cl)cc1)c1cc(-c2ccccn2)nc2ccccc12,79
O=C(/C=C/c1cccc2ccccc12)NC(=S)Nc1ccccn1,55
CCOC(=O)C1=C(N)Oc2cc(C)n(CCc3ccc(OC)c(OC)c3)c(=O)c2C1c1cccnc1 (stereo not given),59

The last 2 records of the section above open the next one.
Molecule,RMI-FANCM inh
O=C(/C=C/c1cccc2ccccc12)NC(=S)Nc1ccccn1,55
CCOC(=O)C1=C(N)Oc2cc(C)n(CCc3ccc(OC)c(OC)c3)c(=O)c2C1c1cccnc1 (stereo not given),59
O=C(OCCNC(=O)c1cc2ccccc2oc1=O)c1ccccc1,56
COc1ccc(-n2c(C)nc3ccc(NS(=O)(=O)c4ccc([N+](=O)[O-])cc4)cc3c2=O)cc1,61
O=C1c2cccc3cccc(c23)N1CN1CCc2ccccc2C1,59
Cc1nnc(C2CCCN(C(=O)Cc3ccccc3)C2)s1 (stereo not given),64
Cc1nnc2ccc(N3CCN(C(=O)COc4ccc5c(c4)OCO5)CC3)nn12,64
CCCCNC(=O)O/N=C(/N)Cc1cccs1,52
CCOc1ccc(NC(=O)N2CCN(c3ccc4nnc(C)n4n3)CC2)cc1,67
C/C(=N\OC(=O)c1ccccc1)c1oc(C)nc1C,46
Cc1ccc(Sc2c(C)nn(S(=O)(=O)c3cccs3)c2C)cc1,64
CCOc1cc(S(=O)(=O)NC2CC(C)(C)NC(C)(C)C2)ccc1F,57
CC(=O)c1sc2ccccc2c1C,57
CN(C)CCCSC(=N)N,56
Cc1ccc(C(=O)NCC23CC4CC(CC(Cl)(C4)C2)C3)cc1,68
O=C(NCC1CCCO1)c1nccnc1-c1nc2ccccc2s1 (stereo not given),61
COc1ccccc1C(=O)NCCOc1ccc2nnc(-c3cccc(F)c3)n2n1,69
O=C(CSc1ccc(-c2cccnc2)nn1)N1CCN(c2ccccc2)CC1,57
Cc1ccc(C)c2[nH]c(=O)c(CCNC(=O)C3(c4ccc(Cl)cc4)CCCC3)cc12,63
Cc1csc(NC(=O)CCCn2nc(-c3cccs3)ccc2=O)n1,66
CCOc1ccccc1NC(=O)c1sc(=S)n(-c2cc(Cl)ccc2OC)c1N,63
Cc1ccc(S(=O)(=O)Nc2ccccc2SCCS(=O)(=O)c2ccc(Cl)cc2)cc1,55

Going on with the list.
Molecule,RMI-FANCM inh
O=C1CC(c2ccccc2)CC(=O)N1c1ccccc1,56
Cc1cc(C)c(C#N)c(OC(C)C)n1,56
COc1ccc(C)c2sc(=NC(=O)/C=C\c3ccc([N+](=O)[O-])cc3)n(C)c12,8
CCN1C(=O)Cc2cc(NC(=O)c3cc(OC)c(OC)c(OC)c3)ccc21,68
CC(=O)c1ccccc1OC(=O)c1ccc([N+](=O)[O-])o1,49
O=C(c1csc2nc(-c3ccc(F)cc3)cn12)N1CCOCC1,66
CCOc1nn(CC)cc1C(=O)Nc1ccccc1OC,52
COc1ccc(NC(=O)NCCn2nc(-c3cccnc3)ccc2=O)cc1OC,67
CCCN1CCCc2cc(CCNS(=O)(=O)CCc3ccccc3)ccc21,241

Given as labelled records: part of the list above.
canonical_smiles: CC(=O)c1ccccc1OC(=O)c1ccc([N+](=O)[O-])o1
  RMI-FANCM inh: 49

canonical_smiles: O=C(c1csc2nc(-c3ccc(F)cc3)cn12)N1CCOCC1
  RMI-FANCM inh: 66
